# From PubChem
# ELG1 genotoxic: induces genotoxicity in HEK293T cells with luciferase-tagged ELG1; HEK293T ELG1-luciferase reporter, luminescence, 16 h; Potency, µM (titrated, usually from 46 µM), inactives show at the highest dose activity change, positive = activation, actives largely listed as activators; 330,000 compounds, 1.3% hits; AID 504466; also: % of control where 0% means no effect; nearly all actives have a fitted effect of over 60% in size
#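 HEK293T cells expressing luciferase-tagged ELG1 were treated with compound or DMSO for 16 hr at 37°C. Luciferase activity was then read after 30 min with ONE-Glo at room temperature; rising signal flags genetic stress.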
# Rab9 promoter act: activates the Rab9 promoter | Huh7 Rab9 promoter-luciferase reporter, luminescence, 24 h | Potency, µM (top dose mostly 9.22 µM), for the others: at the highest dose activation, negative = inhibition, usual class: activators | 320,000 compounds, 2.8% hits | AID 485297; also: % of control where 0% means no effect; nearly all actives have a fitted effect of over 60% in size
#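 Rab9 promoter-driven luciferase in stably transfected Huh7 cells; 1500 cells/well rested 2 h, exposed to compound in DMSO for 24 h at 37 °C, 5% CO2. Luminescence read 10 min after adding luciferase reagent at ambient temperature.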
# BRCA1 expr act: activators of BRCA1 expression. 380,000 compounds, 1.1% hits. AID 624202. Potency, µM (series often up to 46.1 µM), for inactives: top-dose activation, most hits filed as activators. MCF7-BRCA1-FFLuc reporter, luminescence, 48 h; response scale: scaled: vehicle 0%, 10 µM genistein 100%; also: nearly all actives have a fitted effect of over 80% in size; some results filed as inactive show a strong effect at the top dose
#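 48 h compound treatment of MCF7-BRCA1-FFLuc cells (phenol-red free MEM, 37 °C), then 15 min with luciferase substrate and luminescence imaging.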
# p53 reactivation: re-activators of mutant p53. H1299 p53-A138V BP100-luciferase reporter, luminescence, 24 h. Potency, µM (doses to about 92.2 µM), inactives show at the top dose activity change, positive = activation, hits mostly activators. 320,000 compounds, 0.063% hits. AID 504706; also: % of control where 0% means no effect; nearly all actives have a fitted effect of over 45% in size
#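 H1299 (p53-null), stable ts p53-A138V + BP100-Luc; 1000 cells/well, Opti-MEM/10% FBS; cpd 4 pt, 1:5; 24 h, 37 deg C, 5% CO2; detection reagent 10 min RT; luminescence.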
# RORg inh: inhibitors of mouse ROR gamma transcriptional activity. P51450. Drosophila S2 Gal4-RORgamma UAS-luciferase reporter, 20 h. Potency, µM (titrated, usually from 53.6 µM), without a hit: at the top dose activity change, negative = inhibition, hits mostly inhibitors. 310,000 compounds, 5.4% hits; also: % is scaled to controls: 0 for no effect and ±100 for the full control effect; nearly all actives have a fitted effect of over 60% in size
#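 Schneider cells (Drosophila), stable Gal4 DBD–ROR gamma + UAS-luc; 1 hr cmpd preincubation; Cu2+ induction 700 uM final; 20 hr ambient; luminescence.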
# FLuc counter: inhibits or activates purified firefly luciferase, miR-21 counter-screen | P08659 | purified FLuc, Km substrates, luminescence inhibition | Potency, µM (series often up to 57.5 µM), for inactives: top-dose activity change, negative = inhibition, usual class: inhibitors | 360,000 compounds, 6.9% hits | AID 588342;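 also: plate controls were vehicle for no effect and reference inhibitor for full effect; nearly all actives have a fitted effect of over 55% in size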
# Target sequence (P08659 whole entry, looked up): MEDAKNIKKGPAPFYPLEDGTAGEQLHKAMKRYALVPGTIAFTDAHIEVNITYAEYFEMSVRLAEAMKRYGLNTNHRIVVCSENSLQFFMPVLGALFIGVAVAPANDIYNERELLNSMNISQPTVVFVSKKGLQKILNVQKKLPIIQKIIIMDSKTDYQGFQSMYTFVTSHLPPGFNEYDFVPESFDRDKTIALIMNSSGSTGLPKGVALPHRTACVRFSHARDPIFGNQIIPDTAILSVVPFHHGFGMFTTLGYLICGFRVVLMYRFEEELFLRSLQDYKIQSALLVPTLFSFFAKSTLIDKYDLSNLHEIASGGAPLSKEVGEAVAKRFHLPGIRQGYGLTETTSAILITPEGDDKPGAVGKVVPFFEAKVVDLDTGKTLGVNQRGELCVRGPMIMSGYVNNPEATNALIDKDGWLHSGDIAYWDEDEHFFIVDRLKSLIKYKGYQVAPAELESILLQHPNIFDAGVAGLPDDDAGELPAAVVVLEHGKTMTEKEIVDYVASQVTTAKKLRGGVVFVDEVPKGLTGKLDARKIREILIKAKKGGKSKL
#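 Purified P. pyralis luciferase (10nM final) with 10uM D-luciferin and 10uM ATP (Km levels) in 50mM Tris acetate pH 7.5, 10mM Mg acetate, 0.01% Tween-20, 0.05% BSA; qHTS 6-point titration, ~60 µM downward; luminescence read.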
# NPC1 prom act: NPC1 promoter activation | Huh7 NPC1 promoter luciferase reporter, 24 h | Potency, µM (highest dose often 9.22 µM), without a hit: top-dose activation, hits mostly activators | 320,000 compounds, 2.4% hits;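 also: % of control where 0% means no effect; nearly all actives have a fitted effect of over 60% in size; reporter is driven by a mutant NPC1 promoter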
#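 Readout is luciferase luminescence, reflecting NPC1 promoter activation in stably transfected Huh7 cells after 24 h compound exposure at 37 °C in reduced-serum medium with 10% FBS.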
# VP16 counter: counter-screen for ROR gamma inhibitors: Gal4-VP16 reporter. Drosophila S2 Gal4-VP16 UAS-luciferase, luminescence, 20 h. Potency, µM (series often up to 53.6 µM), for the others: at the highest dose activity, negative = inhibition, actives largely listed as inhibitors. 310,000 compounds, 3.5% hits. AID 2546;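 also: Gal4-VP16 expression switched on by copper sulfate through the metallothionein promoter; % is scaled to controls: 0 for no effect and ±100 for the full control effect; nearly all actives have a fitted effect of over 50% in size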
# uPA generation: blocks generation of uPA at the cell surface; cell surface uPA generation assay, qHTS; Potency, µM (series often up to 38.3 µM), for the others: at the top dose activity change, negative = inhibition, actives largely listed as inhibitors; 330,000 compounds, 0.31% hits; AID 540303; active = well fitted inhibition curve with a large enough effect; inconclusive = small, poorly fitted or top-dose-only effect; inactive = no such curve, though single readings can be large or run the other way; tested in mouse RAW 264.7 cells; also: % is scaled to controls: 0 for no effect and ±100 for the full control effect; nearly all actives have a fitted effect of over 55% in size
# MBNL1 CUG block: blocks human MBNL1 binding to CUG repeat RNA. TR-FRET MBNL1-His/biotin-(CUG)12 binding, 665/545 ratio. Potency, µM (highest dose often 57.5 µM), without a hit: at the top dose activity change, negative = inhibition, usual class: inhibitors. 280,000 compounds, 0.036% hits. AID 2675; active = well fitted inhibition curve with a large enough effect in the signal ratio, with a control signal flat, not every such curve was filed as active; inconclusive = small, poorly fitted or top-dose-only effect, or effect the other way, or a change in a side signal; inactive = no such curve, though single readings can be large or run the other way; the % refers to the signal ratio; also: % is scaled to controls: 0 for no effect and ±100 for the full control effect
# Target sequence (Q9NR56 whole entry, looked up): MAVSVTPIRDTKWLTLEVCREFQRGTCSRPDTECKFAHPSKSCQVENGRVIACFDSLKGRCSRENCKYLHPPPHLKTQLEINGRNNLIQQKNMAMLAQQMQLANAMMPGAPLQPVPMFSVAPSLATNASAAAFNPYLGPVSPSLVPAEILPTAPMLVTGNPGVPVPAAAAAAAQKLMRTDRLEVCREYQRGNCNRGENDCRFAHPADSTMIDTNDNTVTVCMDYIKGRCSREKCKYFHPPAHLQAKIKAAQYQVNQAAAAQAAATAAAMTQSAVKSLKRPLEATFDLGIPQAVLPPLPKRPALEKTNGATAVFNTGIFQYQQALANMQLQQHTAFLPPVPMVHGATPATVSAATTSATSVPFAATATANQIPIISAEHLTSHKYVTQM
#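 TR-FRET readout: Ex 340 nm, 665/545 nm emission ratio, normalized to buffer-only (basal) and MBNL1-(CUG)12 controls. Complex of MBNL1-His with Biotin-(CUG)12, compounds 92 nM–58 uM, incubated 60 min at room temperature.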
# Active calls of the source: *; ? = inconclusive; nt = not tested or not shown; [ ] = remark or other dose. Unless noted, calls follow the shape of the dose curve; as a rule, active = well fitted curve in the direction sought with a large enough effect; inconclusive = small, poorly fitted or top-dose-only effect, or another doubt; inactive = no such curve, though single readings can be large; an effect the other way counts as inactive or inconclusive. Potency is read from the fitted curve at half-maximal effect.
nr	Structure	ELG1 genotoxic	Rab9 promoter act	BRCA1 expr act	p53 reactivation	RORg inh
1	O=C(CSC1=Nc2ccccc2C2CC=NN12)Nc1ccc(F)c(F)c1F (stereo not given)	-2%	1%	-48%	-2%	nt
2	CCOC(=O)C(=CNc1nc(-c2ccc3ccccc3c2)cs1)C(=O)OCC	-1%	17%	-6%	13%	-4%
3	O=Nc1ccc(NOC(=O)c2ccccc2)cc1	-3%	-3%	-1%	27%	?
4	O=C(Nc1ccc(S(=O)(=O)N2CCCCC2)cc1)c1ccc(F)cc1	-16%	-8%	-23%	-1%	?
5	COc1ccccc1CN1C[C@@H]2C[C@@H](c3ccccc3C)N3CCC[C@@]23C1=O	-7%	-3%	-15%	-6%	14%
6	COc1cccc(OCc2cc(C(=O)NCc3ccccn3)no2)c1	16µM*	2.8µM*	13µM*	?	?
7	CCOC(=O)N1CCC(N2C(=O)c3ccccc3C2Nc2ccc(C)cc2)CC1 (stereo not given)	-6%	5%	-5%	-4%	6%
8	CCCN1C(=O)c2ccc(C(=O)NC3CCCCC3)cc2C1=O	-2%	-4%	-6%	9%	28%

nr	FLuc counter	NPC1 prom act	VP16 counter	uPA generation	MBNL1 CUG block
1	-3%	17%	nt	7%	nt
2	-14%	7%	4%	2%	28%
3	0.095µM*	-3%	?	-1%	?
4	-1%	-1%	-25%	2%	-7%
5	0%	-9%	-4%	3%	5%
6	15µM*	?	-7%	1%	-3%
7	8%	-1%	8%	-6%	-10%
8	2%	-1%	?	2%	6%

# Some values from above:
# In NPC1 prom act, compound 1 has the entry 17%
# In ELG1 genotoxic, compound 6 has the entry 16µM*

# (further entries)
nr	Structure	ELG1 genotoxic	Rab9 promoter act	BRCA1 expr act	p53 reactivation	RORg inh
9	CCc1cc2c(=O)[nH]c(Cc3ccccc3)nc2s1	5%	2%	4%	-6%	44%
10	Nc1nc(C23CC4CC(CC(Cl)(C4)C2)C3)cs1	-6%	-3%	-8%	-6%	-22%
11	O=C(CCCN1C(=O)/C(=C/c2ccccc2)SC1=S)N1CCOCC1	-5%	-14%	-65%[inhibitor]	?	-38%
12	Cc1cc(O)c(C(=O)Cc2csc(C)n2)c(O)c1	?	4µM*	?	7%	24%
13	Cn1cnnc1SCc1nnc(-c2ccccc2Br)o1	8%	-2%	29%	23%	-28%
14	CCCCOC(=O)C1=C(C)Nc2nnnn2C1c1ccccc1Cl (stereo not given)	-2%	-6%	-27%	11%	-11%
15	CC(C)(C)OC(=O)N1CCCC1C(=O)N1CCc2ccccc21 (stereo not given)	1%	-3%	2%	-1%	26%
16	CCOc1ccc(/C=N/n2cc(-c3ccccc3)[nH]c2=S)cc1	-8%	28%	-27%	13%	1.3µM*

nr	FLuc counter	NPC1 prom act	VP16 counter	uPA generation	MBNL1 CUG block
9	2%	-2%	12%	3%	1%
10	0%	1%	9%	6%	-8%
11	-17%	-4%	?	-3%	?
12	27µM*	?	-6%	-6%	5%
13	-3%	-3%	1%	-6%	-6%
14	1%	-2%	?	1%	-1%
15	10%	0%	-22%	0%	-7%
16	?	18%	?	-7%	21%

# Down the list, from the results shown:
# Compounds 2 to 12 in Rab9 promoter act read 17%, -3%, -8%, -3%, 2.8µM*, 5%, -4%, 2%, -3%, -14%, 4µM*
# Compounds 2 to 12 in RORg inh read -4%, ?, ?, 14%, ?, 6%, 28%, 44%, -22%, -38%, 24%

# Further entries follow.
nr	Structure	ELG1 genotoxic	Rab9 promoter act	BRCA1 expr act	p53 reactivation	RORg inh
17	CCN(Cc1ccc2c(c1)OCCO2)C(=O)CN1C(=O)NC2(CCc3ccccc32)C1=O (stereo not given)	0%	-5%	-19%	-8%	nt
18	CCOC(=O)NC(=O)/C(N=Nc1cccc(C(F)(F)F)c1)=C(\C)O	0%	-5%	-13%	5%	-10%
19	Cc1c(NC(=O)CSc2nncc3ccccc23)c(=O)n(-c2ccccc2)n1C	1%	-1%	-33%	10%	0%
20	CCOc1ccc(C(=O)NNC(=O)c2cc(S(=O)(=O)N3CCOCC3)ccc2Cl)cc1	-2%	-9%	-1%	8%	nt
21	O=C(c1ccco1)N(CCO)Cc1cc2cc3c(cc2[nH]c1=O)OCO3	1%	?	-3%	6%	-6%
22	COc1ccc(C)cc1NC(=O)c1ccc(OC(F)F)cc1	-2%	-1%	-35%	-7%	21%
23	O=C(CN1CCN(c2ccc(O)cc2)CC1)N1CCc2ccccc21	-3%	-9%	-7%	-7%	-1%
24	CC(C)OCCCNC(=S)Nc1ccc2nc3n(c(=O)c2c1)CCCCC3	0%	0%	7%	-2%	-14%

nr	FLuc counter	NPC1 prom act	VP16 counter	uPA generation	MBNL1 CUG block
17	0%	-1%	nt	13%	nt
18	5%	0%	-2%	3%	3%
19	1%	0%	2%	nt	8%
20	?	-2%	nt	0%	nt
21	-4%	1%	1%	0%	-8%
22	?	0%	-19%	2%	3%[11.5 µM]
23	2%	5%	-1%	7%	-1%
24	-2%	1%	-5%	3%	-6%

# New compounds follow
nr	Structure	ELG1 genotoxic	Rab9 promoter act	BRCA1 expr act	p53 reactivation	RORg inh
25	Cc1nc(-c2ccc(Cl)cc2)sc1C1(C)CC(c2ccc([N+](=O)[O-])cc2)=NO1 (stereo not given)	5%	2%	42%	3%	3%
26	CC(C)(C)OC(=O)C[C@@H]1C/C=C\C[C@H](CC(=O)N(CCO)Cc2ccccc2)C(=O)N[C@H](Cc2ccccc2)COC1=O	1%	nt	0%	0%	nt
27	CCOC(=O)CNC(=O)/C=C/c1c(Cl)cccc1Cl	4%	0%	1%	30%	38%
28	O=C1NC(Cc2ccccc2)C(=O)N1CC(=O)N1CCCc2ccccc21 (stereo not given)	-4%	-6%	0%	-5%	-4%
29	O=C(CN1C(=O)S/C(=C\c2cccs2)C1=O)Nc1ccc(O)cc1C(=O)O	-1%	4%	40%	-3%	-1%
30	CCOc1cccc(-c2cc(C(=O)Nc3ccon3)c3ccccc3n2)c1	-6%	3%	-38%	-9%	?
31	Cc1ccc(Cn2c(C)cc3c(c2=O)C(c2cccs2)C(C#N)=C(N)O3)cc1 (stereo not given)	9%	-2%	-33%	-2%	-13%
32	COc1cc(OC)c(C(=O)Nc2ccc(S(=O)(=O)N3CCCCC3)cc2)cc1OC	0%	-2%	-19%	-11%	nt

nr	FLuc counter	NPC1 prom act	VP16 counter	uPA generation	MBNL1 CUG block
25	-18%	5%	-4%	9%	6%
26	nt	nt	nt	19%	nt
27	?	9%	18%	6%	-9%
28	-5%	2%	2%	4%	1%
29	?	0%	?	-9%	?
30	?	-5%	-5%	-1%	14%
31	4%	1%	-24%	5%	1%
32	0%	-1%	nt	5%	nt

# Other results follow.
nr	Structure	ELG1 genotoxic	Rab9 promoter act	BRCA1 expr act	p53 reactivation	RORg inh
33	Oc1ccc(C(=S)N2CCCCC2)cc1	2%	3%	1%	5%	?
34	O=C(c1ccc(Cl)cc1)N1CCCC(C(=O)N2CCN(c3ccccc3)CC2)C1 (stereo not given)	-4%	-1%	-9%	-4%	-35%
35	CCC(=O)N(c1nnc(SCC(=O)NN2C(=O)NC3(CCC(C)CC3)C2=O)s1)C1CC1 (stereo not given)	-3%	0%	3%	-12%	nt
36	O=C(N/C(=C\c1cccnc1)C(=O)N1CCCCC1)c1cccc(Br)c1	-1%	0%	-3%	-3%	9%
37	Cc1cnc(C(=O)Nc2nccs2)cn1	24%	3.2µM*	68%	?	3.5µM*
38	Cc1ccccc1CSc1nc2c(c(=O)[nH]1)CCC2	-2%	-8%	0%	-3%	-9%
39	CC(C)CN(C(=O)CCNC(=O)c1ccc(Cl)cc1)C1CCS(=O)(=O)C1 (stereo not given)	-2%	nt	-9%	1%	nt
40	Cc1csc(SCC(=O)c2ccc(S(=O)(=O)N3CCOCC3)cc2)n1	-6%	0%	-13%	0%	-17%
41	Cc1ccccc1Cn1c(C)cc(C)c(C#N)c1=O	3%	-1%	-8%	2%	-8%
42	CC(=O)NC(Cc1ccc(F)c(F)c1)C(=O)NC1CCN(c2c(Cc3ccccc3)c(C)nc3ncnn23)CC1 (stereo not given)	0%	4%	-1%	3%	21%
43	Cc1cc(C)n(-c2nnc(SCC(=O)NC3CCCC3)c3ccccc23)n1	-8%	-4%	-57%	4%	42%

nr	FLuc counter	NPC1 prom act	VP16 counter	uPA generation	MBNL1 CUG block
33	-1%	6%	6%	1%	-12%
34	0%	0%	?	-6%	-11%
35	nt	-7%	nt	-24%	nt
36	-1%	1%	-11%	2%	4%
37	?	?	11µM*	-3%	3%
38	7%	1%	-1%	nt	-12%
39	nt	nt	nt	1%	nt
40	4%	1%	-3%	-2%	15%
41	-2%	0%	-4%	-2%	-1%
42	-8%	-2%	-21%	-4%	13%
43	-11%	-3%	-10%	0%	0%

# Records listed so far that bear a hit mark in Rab9 promoter act:
cpd	SMILES	Rab9 promoter act	BRCA1 expr act	p53 reactivation	RORg inh	NPC1 prom act	uPA generation
6	COc1cccc(OCc2cc(C(=O)NCc3ccccn3)no2)c1	2.8µM*	13µM*	?	?	?	1%
12	Cc1cc(O)c(C(=O)Cc2csc(C)n2)c(O)c1	4µM*	?	7%	24%	?	-6%
37	Cc1cnc(C(=O)Nc2nccs2)cn1	3.2µM*	68%	?	3.5µM*	?	-3%
